RXFP1 antag = RXFP1 (human) relaxin receptor antagonism | Q9HBX9 | HEK293-RXFP1, relaxin-stimulated cAMP HTRF, 30 min; hits give low values | activity change, negative = inhibition, % at 57.5 µM | 0.59% of 350,000 active | AID 1259400;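 active = activity change of -60% or lower, but not beyond a set lower limit; inconclusive = change between -60% and -40%, or beyond the set limit; inactive = change above -40%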; note: % is set by controls: 0 for no effect and ±100 for the full control effect
D1 PAM = human D1 dopamine receptor positive modulation. HEK293 TREx D1 cells, calcium flux, dopamine EC20 potentiation. potentiation, % at 10 µM. 0.036% of 360,000 active; in the data active = potentiation above about 30%; note: 0% is about no effect
Target sequence (P21728 whole entry, looked up): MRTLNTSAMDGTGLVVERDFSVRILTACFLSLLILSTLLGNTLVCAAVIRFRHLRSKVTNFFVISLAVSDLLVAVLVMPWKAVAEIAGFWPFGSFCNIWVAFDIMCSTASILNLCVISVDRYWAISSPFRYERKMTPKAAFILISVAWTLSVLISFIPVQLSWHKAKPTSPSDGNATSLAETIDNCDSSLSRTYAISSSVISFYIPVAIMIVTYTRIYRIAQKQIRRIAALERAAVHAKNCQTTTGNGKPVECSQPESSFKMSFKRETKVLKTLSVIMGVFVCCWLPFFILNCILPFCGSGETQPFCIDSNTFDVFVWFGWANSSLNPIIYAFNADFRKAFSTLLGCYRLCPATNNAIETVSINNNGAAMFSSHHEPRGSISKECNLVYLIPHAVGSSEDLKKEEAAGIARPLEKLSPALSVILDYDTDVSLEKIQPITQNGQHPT
D2 PAM = positively modulates the human D2 dopamine receptor allosterically; AID 485347; 0.34% of 340,000 active; P14416; potentiation, % at 10 µM; HEK293 T-REx D2, calcium flux, EC20 dopamine potentiation;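 active = potentiation over 3 SD above the plate norm, cut at about 30% in these data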; note: 0% is about no effect
Target sequence (P14416 whole entry, looked up): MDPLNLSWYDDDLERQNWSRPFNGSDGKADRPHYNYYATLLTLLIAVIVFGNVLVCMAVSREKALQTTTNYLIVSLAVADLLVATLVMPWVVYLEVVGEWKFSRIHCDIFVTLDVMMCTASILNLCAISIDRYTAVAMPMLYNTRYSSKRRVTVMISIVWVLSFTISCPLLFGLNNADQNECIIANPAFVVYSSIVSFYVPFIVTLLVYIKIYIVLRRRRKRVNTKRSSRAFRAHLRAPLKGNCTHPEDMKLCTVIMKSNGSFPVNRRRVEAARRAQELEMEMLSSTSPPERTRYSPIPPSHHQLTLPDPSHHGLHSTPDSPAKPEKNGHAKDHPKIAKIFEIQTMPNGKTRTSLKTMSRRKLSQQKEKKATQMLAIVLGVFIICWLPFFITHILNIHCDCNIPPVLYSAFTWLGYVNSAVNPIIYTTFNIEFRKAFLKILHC
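Primary screen. Calcium kinetics in induced HEK293 T-REx D2 cells: compound pre-addition 180 s, EC20 dopamine, 180 s more.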
RXFP1 agonist = activates the human relaxin receptor RXFP1. Q9HBX9. Potency, µM (series often up to 57.5 µM), inactives show at the top dose activation, actives largely listed as activators. HEK293T-RXFP1 cAMP TR-FRET, 30 min; response scale: percent of porcine relaxin response, buffer zero. 0.3% of 370,000 active. AID 2676; active = well fitted activation curve with a large enough effect; inconclusive = small, poorly fitted or top-dose-only effect; note: potency is the fitted concentration of half-maximal effect; % is set by controls: 0 for no effect and ±100 for the full control effect; nearly all actives have a fitted effect of over 60% in size; many of its hits are not listed in these tables
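Agonist response is measured as cAMP accumulation in an RXFP1-transfected HEK293T line under PDE4 inhibition. Values are scaled between buffer-only and 29 nM porcine relaxin, and EC50s come from standard Hill equation fits.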
TRHR PAM = allosterically enhances the human TRH receptor | TRHR cells, fluo-8 calcium fluorescence, EC20 TRH enhancement | AID 493056 | 0.66% of 360,000 active | P34981 | enhancement, % at 2 µM; in the data active = enhancement above about 30%; note: 0% is about no effect
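Enhancer read-out: after compound pinning and an initial kinetic agonist-mode read, an EC20 of TRH (10 nM final) was injected and fluo-8 calcium signal (Ex 480/Em 530) followed at 1 s/cycle for 100 cycles in TRHR-expressing cells.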
D1 antag = blocks dopamine activation of the human D1 receptor. 3.2% of 360,000 active. HEK293 TREx D1 cells, calcium flux, dopamine EC80; hits give low values. P21728. activity change, negative = inhibition, % at 10 µM. AID 504652; in the data active = activity change below about -30%; note: % is set by controls: 0 for no effect and ±100 for the full control effect
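Using tetracycline-induced force-coupled D1 Hek293 cells and a calcium dye, signals were followed for 180 s after compound, then for 180 s after EC80 dopamine, to detect inhibitors.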
D2 agonist = D2 dopamine receptor (human) agonism; P14416; HEK293 T-REx D2 cells, calcium flux agonist mode; activation, % at 2 µM; 0.53% of 340,000 active; AID 485358;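 active = activation over 3 SD above normal in the single-dose calcium agonist read, cut at about 30% in these data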; note: 0% is about no effect
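In this primary screen, compounds producing a positive calcium signal within 180 s of addition to tetracycline-induced, force-coupled HEK293 Trex D2 cells are flagged; cells are dye-loaded with a no-wash calcium kit beforehand.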
D2 antagonist = D2 dopamine receptor (human) antagonism | inhibition, % at 10 µM | 2% of 340,000 active | P14416 | HEK293 TREx D2 cells, calcium flux, dopamine EC80; in the data active = inhibition above about 30%; note: 0% is about no effect
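In this primary screen, negative modulation is detected by tracking calcium flux after an EC80 dopamine challenge in inducible HEK293 T-REx D2 cells preexposed to test compound for 180 s.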
D1 ag = agonists of human D1 dopamine receptor | P21728 | HEK293 T-REx D1 cells, calcium flux, agonist mode | activation, % at 2 µM | 1% of 360,000 active; in the data active = activation above about 30%; note: 0% is about no effect
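Tetracycline-induced HEK293 TREx D1 cells, force-coupled to calcium signalling, were dye-loaded with a no-wash calcium kit. Compound was pin-added after a 10 s baseline. Fluorescence was read kinetically at 1 cycle/s for 180 s, with calcium rises flagged as agonism.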
Starred values were filed as active, the others as inactive; ? = inconclusive; / = not tested or not shown.

canonical_smiles	RXFP1 antag	D1 PAM	D2 PAM	RXFP1 agonist	TRHR PAM	D1 antag	D2 agonist	D2 antagonist	D1 ag
O=S(=O)(NCCCc1ccccc1)c1ccc(Cl)cc1	-11	1	-7	0.9%	7	-6	-0.9	-8	0
COc1cccc(NC(=O)CSc2nccn2-c2cccc(OC)c2)c1	-6	-1	-16	0.6%	-11	-7	1.3	-1	3
CCCCc1cc(=O)oc2c(C)c(OCC(=O)N3CCC(C(=O)O)(c4ccccc4)CC3)ccc12	/	-1	-1	2.3%	2	-5	-0.1	-2	1
COc1ccc(OCc2ccc(-c3nc(C#N)c(NCc4ccccc4)o3)o2)cc1	-15	2	4	2.4%	3	-2	/	/	3
CC(=O)c1cccc(NC(=O)c2ccc(N(Cc3ccc(C)cc3)S(C)(=O)=O)cc2)c1	-7	0	/	-0.6%	-5	-10	/	/	12
Fc1ccc(-c2noc3ncnc(N4CCCCC4)c23)cc1	-21	0	1	-3.8%	13	-3	0.0	/	0
CCOC(=O)C1=C(C)NC(=O)NC1c1c(OCC(=O)N2CCCCC2)ccc2ccccc12 (stereo not drawn)	-2	2	11	0.0%	3	16	-0.6	2	0
CC1CCCC(C)N1CC(O)COCC1COc2ccccc2O1 (stereo not drawn)	-1	-10	-4	-0.5%	0	-8	-0.1	18	3
O=C(NCc1ccccn1)C1CCN(S(=O)(=O)c2cc(Cl)ccc2Cl)CC1	-4	-2	/	-0.9%	0	-17	0.9	-12	1
COCCn1c(-c2ccccc2)c(C)n2c3c(=O)n(C)c(=O)n(C)c3nc12	/	-4	-5	20%	1	4	0.5	/	-1
CCOc1ccc(C(=O)NC(=S)Nc2ccc(NC(=O)c3ccco3)cc2)cc1[N+](=O)[O-]	16	-8	6	0.4%	-1	-1	-2.0	-3	1
COc1ccc(-n2c(SCC(=O)Nc3ccccc3)nnc2-c2ccc(NS(=O)(=O)c3ccc(C)cc3)cc2)cc1	-2	-4	-2	4.9%	-4	12	2.7	-6	3
Cc1cccc(NS(=O)(=O)c2cc(C(=O)NCCC3=CCCCC3)ccc2Cl)c1	-3	-7	-7	0.5%	35*	-2	-0.6	-9	1
O=c1cc(N2CCCCC2)c(-c2ccccc2)nn1Cc1ccc(Cl)cc1Cl	-17	27	8	-1.8%	14	-9	-1.0	-20	2
O=C(Nc1ccc(Br)cc1Cl)Nn1cnnc1	-14	-3	-2	-0.1%	5	-5	-0.6	-16	3
CCOC(=O)C1CCN(C(=O)c2cc3c(ccc4ccccc43)o2)CC1	1	-6	-23	7.1%	42*	3	-0.1	13	-1
COc1ccc(C(=O)Oc2cc(N)n(S(=O)(=O)c3ccccc3)n2)cc1	-4	-3	-4	-0.5%	-6	-2	1.1	-3	2
COc1ccc(C2Nc3ccccc3C(=O)N2c2ccc(Cl)cc2)cc1Cn1cc([N+](=O)[O-])cn1 (stereo not drawn)	5	-8	8	8.0%	3	-30*	-0.4	-17	2
Cc1nnc(SCC(=O)c2c[nH]c3ccccc23)n1C1CC1	6	-6	11	1.8%	-2	15	0.2	-38	2
COc1ccc(CCNC2=C(Cl)C(=O)N(CCc3ccc(OC)c(OC)c3)C2=O)cc1OC	-28	-2	1	0.2%	0	-13	0.3	1	2
COc1ccc(CC(=O)N2CCc3cc(OC)c(OC)cc3C2O)cc1OC (stereo not drawn)	2	-5	-9	1.5%	1	-5	1.2	-13	0
CC(C)N1C(=O)NC2(c3ccccc3)N(C)C(=O)N(C)C12c1ccccc1 (stereo not drawn)	3	0	9	0.7%	1	7	0.1	0	4
O=C(COC(=O)C1=COCCO1)Nc1cccc(S(=O)(=O)N2CCOCC2)c1	2	-7	-14	2.0%	-2	-15	0.4	14	0
O=[N+]([O-])c1cc(S(=O)(=O)O)cc([N+](=O)[O-])c1NN(c1ccccc1)c1ccccc1	-4	-3	-4	3.2%	3	-10	-0.8	-5	4
COc1ccccc1OCCn1c(SCC(=O)O)nc2ccccc21	11	-4	2	3.0%	-4	8	-1.3	-15	4

Among those listed so far, these have a nitro group on carbon.
canonical_smiles	RXFP1 antag	D1 PAM	D2 PAM	RXFP1 agonist	TRHR PAM	D1 antag	D2 agonist	D2 antagonist	D1 ag
CCOc1ccc(C(=O)NC(=S)Nc2ccc(NC(=O)c3ccco3)cc2)cc1[N+](=O)[O-]	16	-8	6	0.4%	-1	-1	-2.0	-3	1
COc1ccc(C2Nc3ccccc3C(=O)N2c2ccc(Cl)cc2)cc1Cn1cc([N+](=O)[O-])cn1 (stereo not drawn)	5	-8	8	8.0%	3	-30*	-0.4	-17	2
O=[N+]([O-])c1cc(S(=O)(=O)O)cc([N+](=O)[O-])c1NN(c1ccccc1)c1ccccc1	-4	-3	-4	3.2%	3	-10	-0.8	-5	4

Back to the main list, repeating the 2 entries before the break.
canonical_smiles	RXFP1 antag	D1 PAM	D2 PAM	RXFP1 agonist	TRHR PAM	D1 antag	D2 agonist	D2 antagonist	D1 ag
O=[N+]([O-])c1cc(S(=O)(=O)O)cc([N+](=O)[O-])c1NN(c1ccccc1)c1ccccc1	-4	-3	-4	3.2%	3	-10	-0.8	-5	4
COc1ccccc1OCCn1c(SCC(=O)O)nc2ccccc21	11	-4	2	3.0%	-4	8	-1.3	-15	4
Cn1c(=O)c2c(SCC(N)=O)nc(CC(C)(C)C)nc2n(C)c1=O	4	4	-10	11%	0	-11	1.3	9	-2
O=C1NC(c2ccc(O)cc2)Nc2ccccc21 (stereo not drawn)	-10	3	-2	2.6%	6	4	0.0	8	1
CCn1c(N)c(C(=O)NCC2CCCO2)sc1=S (stereo not drawn)	-13	-8	0	-0.6%	3	-4	-0.1	-5	7
Cc1c(C(=O)N2CCc3ccccc3C2)oc2ccc(Br)cc12	-9	6	0	0.8%	-2	11	0.1	-14	3
COc1ccc(S(=O)(=O)N2CCCC2C(=O)NCc2ccccc2Cl)cc1 (stereo not drawn)	6	-1	/	-0.6%	-7	1	/	/	1
CC(C)(C)c1cc(CN2CCC(O)CC2)cc(C(C)(C)C)c1O	-6	-4	-12	-0.5%	2	/	1.1	-41	-2
CC(C)OCCCn1c(=O)c2ccccc2n2c(-c3ccccc3F)nnc12	-12	-1	-2	-5.8%	0	-9	-1.4	/	1
CCCCCCC1CCC(C(=O)NC(CCSC)C(=O)NC(C(=O)OC)C(C)C)CC1 (stereo not drawn)	6	-5	/	-1.9%	-5	-3	/	/	3
C[C@]12CC[C@@H]3c4ccc(O)cc4CC[C@H]3[C@@H]1CC[C@@H]2OC(=O)CCC(=O)O	/	6	-3	0.9%	-5	-14	-1.4	-6	3
CC(=O)OC(COC1C[C@@H]2CC[C@@]1(C)C2(C)C)C[N+]1(C)CCCCC1 (stereo partly drawn)	17	2	-6	0.1%	3	-7	0.3	-2	2
CN1CCN(C2CCCCC2NS(=O)(=O)c2ccccc2)CC1 (stereo not drawn)	19	-9	-14	-1.4%	-7	7	0.9	13	1
Cc1ccc(S(=O)(=O)N(C)C)cc1-n1c(SCC(=O)N(C)C)nc2ccccc2c1=O	5	-3	-3	0.5%	12	5	1.3	0	2
COc1ccc(C)cc1NC(=O)CSc1nnc(-c2ccc(Br)cc2)o1	5	2	1	0.8%	-2	1	0.0	7	8
COc1ccc(NC(=O)C2CCN(S(=O)(=O)c3ccc4c(c3)CCCC(=O)N4)CC2)cc1OC	/	-5	4	2.2%	-8	-21	0.5	/	2
O=C(CC1C(=O)NCCN1Cc1ccccc1C(F)(F)F)NCCn1cccn1 (stereo not drawn)	12	-7	7	-2.6%	-4	10	0.9	-4	1
CC1CCN(Cc2nnnn2CCCC(=O)NC(c2ccccn2)C(F)(F)F)CC1 (stereo not drawn)	-2	-4	-1	-0.5%	0	-22	0.1	5	3
COc1ccc(/C=N/NC(=O)c2ccc3c(c2)OCCO3)cc1[N+](=O)[O-]	/	-7	-6	8.5%	9	-3	0.3	3	0
O=C(NCc1cccs1)c1ccc(CSc2nc3ccncc3n2Cc2ccccc2F)cc1	-12	-2	18	1.7%	4	-16	-0.6	/	17
COc1ccccc1C(=O)Oc1ccc(C(C)C)cc1	2	-4	-3	-0.8%	-1	0	0.0	12	6
S=C(NCc1ccccc1)Nc1cccc(Cl)c1	1	-6	-9	0.3%	-5	-20	0.8	-8	21
O=C(NNC(=O)c1ccccc1-n1cccc1)c1ccc(Cl)cc1Cl	1	0	4	0.3%	0	-3	-0.1	-3	-1
CCCC(=O)Nc1ccccc1NC(=O)c1cc(OC)c(OC)c(OC)c1	-6	-4	5	0.7%	3	-2	0.1	-2	6
O=C(c1ccc2c(c1)N(Cc1ccccc1)C(=O)c1ccccc1S2(=O)=O)N1CCN(c2ccccn2)CC1	0	-3	-4	0.0%	-4	-3	0.3	/	11
CCn1cc(C(=O)OCC(=O)Nc2cc(S(=O)(=O)N(C)C)ccc2C)c(=O)c2ccc(C)nc21	8	-1	-15	5.4%	2	/	0.9	7	2
COc1ccc(C2CC(O)(c3ccccc3)Oc3cc(OC)ccc32)cc1 (stereo not drawn)	/	-8	17	0.0%	-8	17	0.7	-5	7
COc1cccc2cc(-c3nnc(-c4ccc(Cl)cc4)o3)c(=O)oc12	14	3	6	?	-7	7	1.0	/	0
Cc1cc(N/C=C(\C#N)S(=O)(=O)c2ccc(Cl)cc2)nc(C)n1	1	-1	-2	-1.2%	-5	3	-0.6	5	3
Cc1ccc(C(=O)NNC(=O)Cn2nnc3ccccc32)cc1	-9	-7	-1	0.4%	13	1	0.9	-4	3

Only part of the results is shown, so the mix of outcomes need not match the whole.
